# Source: PubChem BioAssay
# p53ts 32C tox: qHTS Screen for Compounds that Selectively Target Cancer Cells with p53 Mutations: Cytotoxicity of p53ts Cells at the Permissive Temperature | H1299-p53A138V at 32C, ATP luminescence viability, 24 h | Potency, µM (series often up to 46.1 µM), inactives show top-dose activity change, negative = cytotoxicity, actives largely listed as cytotoxic | actives 0.93% (n = 130,000);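 also: 0% = DMSO and -100% = full killing by reference compound; nearly all actives have a fitted effect of over 55% in size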
#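 H1299-p53 A138V cells (temperature-sensitive p53) exposed 24 h to up to 46 uM compound at 32C, where p53 is wild-type in conformation. Viability read as ATP luminescence and normalised to DMSO and 100 uM tamoxifen. AC50 fitted with the Hill equation.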
# Peg3 imprint: qHTS Assay for Compounds that Induce Erasure of Genomic Imprints; mouse ES Peg3-LacZ reporter, beta-gal luminescence, 40 h; Potency, µM (titrated, usually from 60.7 µM), inactives show top-dose activity change, positive = activation, most hits filed as activators; actives 0.02% (n = 110,000);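 also: 0% = negative control wells on the plate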
#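 Imprint erasure is scored as LacZ activity from the silenced maternal Peg3 allele in feeder-free female ES cells cultured 40 h with LIF. Luminescence is normalized to in-plate negative controls and fitted to the Hill equation.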
# p53ts 39C kill: qHTS Screen for Compounds that Selectively Target Cancer Cells with p53 Mutations: Cytotoxicity of p53ts Cells at the Nonpermissive Temperature. H1299-p53A138V viability at 39C, ATP luminescence, 24 h. Potency, µM (titrated, usually from 46.1 µM), for inactives: at the highest dose activity change, negative = cell killing, hits mostly cytotoxic. actives 1.5% (n = 130,000). AID 902, 2007; also: nearly all actives have a fitted effect of over 55% in size
# IkB sig inh: IkB Signaling; actives 0.04% (n = 110,000); Potency, µM (series often up to 57.1 µM), without a hit: at the highest dose IkBa stabilization activation; ABC-DLBCL IkBa-CBG/CBR dual luciferase ratio, 4 h; response scale: scaled: untreated 0%, proteasome inhibitor 100%; active = well fitted curve in the direction sought with a large enough effect in the signal ratio, not every such curve was filed as active; inconclusive = small, poorly fitted or top-dose-only effect, or a change in a side signal; the % refers to the signal ratio;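 also: the direction sought is a rising ratio; 0% = basal untreated cells and 100% = reference inhibitor full response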
#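 Luminescence ratio of IκBα-fused green versus native red beetle luciferase in OCI-Ly3 cells, 4 h post-doxycycline with compound; red signal alone, scaled from basal (0%) to zero light (-100%), flagged nonspecific or cytotoxic effects.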
# Active calls of the source: *; ? = inconclusive; / = not tested or not shown; [ ] = another dose, or the depositor's remark. Unless noted, calls follow the shape of the dose curve; as a rule, active = well fitted curve in the direction sought with a large enough effect; inconclusive = small, poorly fitted or top-dose-only effect, or another doubt; inactive = no such curve, though single readings can be large; an effect the other way counts as inactive or inconclusive. Unless noted, % is scaled to controls: 0 for no effect and ±100 for the full control effect; potency is read from the fitted curve at half-maximal effect.
# Each structure is followed by: p53ts 32C tox | Peg3 imprint | p53ts 39C kill | IkB sig inh
- CN(C)c1ccc(C2N(c3ccc(Cl)cc3)C(=O)C3CCCN32)cc1 (stereo unspecified)
→ -7.3% | -22.9% | 8.0% | -2.0%
- CCN(c1ncnc2c1cnn2-c1cc(Cl)ccc1C)C1CCCCC1
→ 3.2% | -20.1%[10.9 µM] | 18.8% | ?
- COc1ccc2[nH]c(C)c(C(=O)CN(C)C)c2c1
→ 12.6% | 14.2% | 3.2% | 0.4%
- O=C(CCCC(=O)N(CC(=O)NC1CCCCC1)Cc1ccc2c(c1)OCO2)Nc1ccccn1
→ 6.4% | -7.5% | -3.8% | -1.5%
- Nc1nc(Cn2nnc(-c3ccccc3F)n2)nc(N2CCOCC2)n1
→ 4.7% | -5.4% | 6.4% | -2.9%
- COc1cc(OC)cc(-n2nnnc2SCC(=O)NCc2ccc3c(c2)OCO3)c1
→ -1.8% | -15.8% | 1.0% | 1.0%
- Cc1cn(C(=O)c2ccccc2)c(=S)n1-c1ccc(Br)cc1
→ -2.5% | / | -13.9% | /
- Cn1c(-c2ccccc2)cnc1SCC(N)=O
→ 3.3% | -9.8% | -7.7% | 0.8%
- COC(=O)[C@@]1(Cc2ccc(F)cc2)[C@H]2c3cc(C(=O)N4CCCC4)n(Cc4ccc(C)c(F)c4F)c3C[C@H]2CN1C(=O)c1ccccc1
→ 37.5%[activator] | -29.0% | 26.2% | /
- COc1ccc(C(=O)N2CCCC(c3nc(-c4cc(OC)c(OC)c(OC)c4)no3)C2)cc1 (stereo unspecified)
→ 2.2% | -14.8% | -15.9% | 0.4%
- Cc1ccc(C(C#N)N2CCOCC2)cc1 (stereo unspecified)
→ -2.2% | -0.8% | -15.4% | 1.0%
- O=S(=O)(Nc1ccc2nc(-c3cccc(Cl)c3)oc2c1)c1ccccc1
→ -1.1% | -10.3%[10.9 µM] | ? | ?
- CCOC(=O)C1CCCN(C(=O)c2cc3nc(-c4cccc(OC)c4)cc(C(F)(F)F)n3n2)C1 (stereo unspecified)
→ 4.0% | -31.3%[inhibitor] | -6.5% | ?
- CCOc1ccccc1N1CC(c2nc3ccccc3n2Cc2c(C)cc(C)cc2C)CC1=O (stereo unspecified)
→ ? | 7.4%[10.9 µM] | -24.2% | ?
- O=C(OC(C(=O)NCC1CCCO1)c1ccc(F)cc1)c1cccs1 (stereo unspecified)
→ -11.3% | / | -1.1% | /
- O=C(/C=C/c1ccccc1)NC(=S)NNC(=O)c1ccco1
→ 8.0% | / | -0.2% | /
- COc1ccc(C(=O)Nc2cc(C(C)C)c(O)c(S(=O)(=O)c3ccc(OC)cc3)c2C)cc1
→ -4.9% | -21.6%[10.9 µM] | 0.8% | -1.6%
- CN(C)C(=O)CSc1nc(-c2ccccc2)nc2c1CCCC2
→ -4.3% | / | -20.2% | /
- Cc1c(Cl)cccc1NC(=O)c1cc2sccc2n1Cc1ccc(F)cc1
→ 7.2% | -13.4%[10.9 µM] | -20.9% | -2.1%
- O=C(NCc1cccnc1)Nc1ccc(F)cc1F
→ -2.4% | -10.8% | 3.4% | -1.4%
- O=C(Nc1ccc(N2CCOCC2)cc1)c1cccnc1
→ -27.6% | / | -23.5% | /
- COc1ccc(S(=O)(=O)N2CCC(C(=O)c3ccc4c(c3)OCCO4)CC2)cc1
→ -4.5% | -10.4% | -6.4% | 7.7%
- CN(C)C(=O)[C@H]1C[C@@H]1[C@H](NC(=O)OCc1ccccc1)c1ccccc1
→ 6.9% | -6.0% | -11.8% | /
- CCc1cc2c(cc3c(=O)n(CCCC(=O)NCc4ccccc4Cl)nc(CC)n32)s1
→ -16.0% | -1.8%[10.9 µM] | ? | ?
- Cc1nn(CC(=O)N2CCN(c3cccc(C(F)(F)F)c3)CC2)c(=O)c2cc3sccc3n12
→ -3.2% | 0.2%[10.9 µM] | -4.4% | -0.4%
- OC(COc1ccccc1)CN1CCOCC1 (stereo unspecified)
→ -10.1% | / | 7.8% | /
- OB(O)c1ccc(Cl)s1
→ -8.0% | -2.2% | 3.7% | /
- CCOC(=O)c1cc(-c2ccccc2)n(CCCC(=O)Nc2ccccc2C)c1C
→ -0.5% | -13.1%[10.9 µM] | 7.9% | 2.8%
- CC1(C(=O)NC2CCCC2)CCC(=O)N1CCC1=CCCCC1 (stereo unspecified)
→ 9.3% | -1.5% | -7.0% | 1.3%
- Cc1cc(=O)[nH]c(SCC(=O)Nc2nnc(CC(C)C)s2)n1
→ -6.3% | -11.5% | 0.6% | 0.6%
- O=C(NCc1cccs1)c1ccncc1
→ -8.5% | -2.9% | -6.9% | 1.4%
- O=C(O)CC(NS(=O)(=O)c1ccc(Cl)s1)c1ccccc1 (stereo unspecified)
→ -1.9% | -3.2%[10.9 µM] | 3.8% | 0.0%
- CCCN(CCC)C(=O)C1c2ccccc2Oc2ccccc21
→ 7.3% | -10.8% | 8.3% | 2.6%
- C=CCNc1nc2c(c(=O)n(C)c(=O)n2C)n1Cc1ccc(F)cc1
→ -8.2% | -16.0% | 21.4% | 7.0%
- O=C1c2cccnc2C(Nc2ccc(S(=O)(=O)N3CCCCC3)cc2)N1Cc1ccccc1 (stereo unspecified)
→ 11.7% | -13.0% | 9.2% | -3.0%
- CCNC(=O)CC1C(=O)N(c2ccccc2)C(=O)N1Cc1ccc(OC)cc1 (stereo unspecified)
→ 1.7% | 9.2% | 0.5% | 1.5%
- O=C(O)c1ccc(COc2c(F)c(F)cc(F)c2F)cc1
→ -6.0% | -88.1%[inhibitor] | 5.7% | -1.2%
- CCN1CCN(Cc2ccc3c(c2)Cc2ccccc2-3)CC1
→ -6.6% | -10.9% | -18.4% | -1.6%
- COc1cccc(-c2cc(C(F)(F)F)n3ncc(C(=O)NCC4CCCO4)c3n2)c1 (stereo unspecified)
→ ? | 0.7% | -2.0% | -1.4%
- COc1ccccc1CCn1c(=O)c(-c2cc(F)cc(F)c2)nc2cncnc21
→ 7.3% | / | -8.6% | -1.1%[11.4 µM]
- CCCNC(=O)C(Cc1ccccc1)NS(=O)(=O)c1cccc2nsnc12 (stereo unspecified)
→ -0.9% | 4.4% | -5.9% | -0.4%
- O=C1CC(N2CCN(c3ccccc3Cl)CC2)C(=O)N1c1cccc(F)c1 (stereo unspecified)
→ -3.1% | -4.1% | 10.4% | 0.2%
- COC(=O)c1c(NC(=O)COc2ccc(Cl)cc2)sc(C)c1C
→ -2.3% | -14.4%[10.9 µM] | 1.8% | 3.8%
- C[C@@H]1CC[C@H]2[C@H](C)[C@H]3[C@H](C[C@H]4[C@@H]5CC=C6C[C@@H](O)CC[C@@]6(C)[C@@H]5C[C@@H](O)[C@]34C)N2C1
→ -3.7%[9.22 µM] | / | -8.0%[9.22 µM] | 3.3%[11.4 µM]
- CCN(C1CCCCC1)S(=O)(=O)c1ccc(S(=O)(=O)NCCc2ccncc2)cc1
→ 11.0% | -2.9% | 0.3% | 1.8%
- CC(=O)O[C@]1(C)N=NC2(CCCCC2)O1
→ 1.5%[9.22 µM] | -15.5%[10.9 µM] | 3.9%[9.22 µM] | -1.3%[11.4 µM]
- COc1ccc([C@@H]2Sc3cc(OC)ccc3N(CCN(C(C)C)C(C)C)C(=O)[C@H]2OC(C)=O)cc1
→ -19.9% | / | -19.8% | /
- COc1ccc(-c2cc(=O)[nH]c(=O)[nH]2)cc1
→ -0.7% | / | -3.0% | /
- CCN1C(C(=O)c2ccccc2)=C(OC(=O)COc2ccc(C)cc2)c2ccccc2S1(=O)=O
→ -6.6% | -12.2%[10.9 µM] | -18.0% | ?
- Cc1cccc(NC(=O)Cn2c(=O)nc(-c3ccccc3)c3ccccc32)c1C
→ 2.4% | -3.1%[10.9 µM] | -5.8% | 1.4%
- COc1ccc(C2c3c(oc4ccccc4c3=O)C(=O)N2c2ccccn2)cc1 (stereo unspecified)
→ 0.4% | 0.2% | -6.8% | -0.4%
- COc1ccc(CCNC(=O)CN(c2ccc(C)cc2)S(=O)(=O)c2ccc(OC)cc2)cc1
→ -3.2% | -15.7%[10.9 µM] | -2.2% | -0.2%
- CC(=O)N1CCc2c(sc3nc(SCC(C)C)n(-c4ccc(C)c(Cl)c4)c(=O)c23)C1
→ ? | -9.9%[10.9 µM] | ? | -1.4%
- O=C(Nc1ccc(F)cc1F)NC1CC(=O)N(Cc2ccccc2)C1 (stereo unspecified)
→ -6.6% | / | -6.8% | /
- CCOC(=O)N1CCC(NC(=O)CSCc2nc(-c3ccc(OC)c(OC)c3)oc2C)CC1
→ 3.5% | -11.7% | -11.9% | -2.6%
- Cn1cc(CN2CCc3ccccc3C2)c2ccccc21
→ -15.8% | -18.5% | -14.0% | -1.4%
- O=C(c1ccc(NC2=NC3CS(=O)(=O)CC3S2)cc1)N1CCN(C(=O)c2ccco2)CC1 (stereo unspecified)
→ -4.3% | -2.6% | 2.4% | -1.6%
- COc1ccc(C(C)C(=O)c2ccc(O)cc2O)cc1 (stereo unspecified)
→ 8.5% | -3.3% | 9.1% | /
- O=C(NC(=S)N(CCc1ccccc1)CCc1ccccc1)c1ccco1
→ -9.6% | / | 11.2µM* | /
- Cc1ccc(NC(=O)C2CCN(C(=O)NC3CCCCC3)CC2)cc1Cl
→ -1.1% | -1.8% | -10.0% | 0.2%

# (list continues)
# Each structure is followed by: p53ts 32C tox | Peg3 imprint | p53ts 39C kill | IkB sig inh
- CCN(CC)c1cccc(OCC(=O)N(C)CCC#N)c1
→ 2.7% | -9.0% | -12.1% | -0.4%
- CCOC(=O)C1CCCN(CCC(=O)Nc2c(C(=O)OC)[nH]c3cc(OC)ccc23)C1 (stereo unspecified)
→ -3.5% | -5.9% | 2.5% | -0.3%
- Cn1cccc1C(=O)N1CCC[C@@]2(CCN(Cc3ccc(C#N)cc3)C2)C1
→ -4.0% | / | -1.8% | -0.3%[11.4 µM]
- Cc1cc(C)n(-c2nc3ccccc3nc2Nc2ccc3[nH]c(=O)[nH]c3c2)n1
→ -0.5% | -11.1% | 0.2% | 1.6%
- CCCN1C(=O)C(O)(CC(=O)c2ccc(CC)cc2)c2cc(Br)ccc21 (stereo unspecified)
→ 8.6% | -12.7%[10.9 µM] | 5.3% | ?
- Cc1cc(O)c(C=O)c(O)c1C(=O)O
→ 3.7% | -6.8% | -2.0% | /
- CCN(C(=O)CN1C(=O)COc2ccc(S(=O)(=O)N3CCOCC3)cc21)c1ccc(OC)cc1
→ -1.5% | 22.8%[10.9 µM] | -15.0% | -0.4%
- CCc1cccc(NC(=O)Cn2c(-c3ccc(F)cc3)cc(C(C)=O)c2C)c1
→ 7.6% | 10.7%[10.9 µM] | 1.5% | ?
- O=C(NCc1cccs1)c1ccc(CSc2nc3ccncc3n2Cc2ccccc2)cc1
→ 2.5% | -11.7%[10.9 µM] | -17.4% | ?
- CN1C[C@H](C(=O)N[C@@]2(C)O[C@@]3(O)C4CCCN4C(=O)C(Cc4ccccc4)N3C2=O)C[C@H]2c3cccc4[nH]cc(c34)C[C@H]21 (stereo partly specified)
→ 6.8% | -5.1% | -11.2% | /
- CC1CC(C(F)F)n2nc(C(=O)Nc3sc4c(c3C#N)CCC(C(C)(C)C)C4)nc2N1 (stereo unspecified)
→ 2.9% | / | -4.3% | /
- CC(=O)Nc1ccc(S(=O)(=O)N2CCC(c3ccncc3)CC2)cc1
→ -4.7% | -9.8%[10.9 µM] | -7.0% | -1.4%
- Cc1ccc(OCCn2nc3ccccc3n2)c(C)c1
→ -6.0% | -11.9% | 3.3% | 3.9%
- CN(C)C(=O)c1ccc(-c2cc(Nc3ccccc3)ncn2)cc1
→ -5.1% | -8.1% | -10.1% | -1.6%[11.4 µM]
- COc1ccc(-c2oc3ncn4nc(COc5ccc(C)cc5)nc4c3c2-c2ccc(OC)cc2)cc1
→ -2.8% | -5.4%[10.9 µM] | -11.3% | 1.4%
- CCOc1cc(-c2ccc(OC(=O)c3ccc(OC)cc3)c(OC)c2)cc(=O)c2c(C)oc(C)c12
→ 8.0% | -5.1%[10.9 µM] | -17.3% | -1.2%
- CC(=O)c1ccc(NC(=O)/C=C/c2ccc(C)o2)cc1
→ 7.94µM* | -11.2%[10.9 µM] | 10µM* | ?
- CCCNC(=O)C1CCC(Cn2c(=O)c3sccc3n(Cc3ccccc3C)c2=O)CC1 (stereo unspecified)
→ 4.3% | -9.8%[10.9 µM] | -1.8% | 0.0%
- Cc1cc2c(cc(C(=O)OCC(=O)NCc3cccs3)n2C(C)C)o1
→ 4.5% | -11.3% | -3.6% | ?
